Screening data (PubChem BioAssay)
Mtb UGM inh: blocks M. tuberculosis UGM enzyme. P9WIQ1. inhibition, % at 10 µM. 320,000 tested, 0.06% active. purified UGM, fluorescence polarization probe displacement. AID 504406; in the data active means inhibition above about 10%, passing the limit was not always enough; inconclusive means no clear call, values can overlap the other calls
Target sequence (P9WIQ1 whole entry, looked up): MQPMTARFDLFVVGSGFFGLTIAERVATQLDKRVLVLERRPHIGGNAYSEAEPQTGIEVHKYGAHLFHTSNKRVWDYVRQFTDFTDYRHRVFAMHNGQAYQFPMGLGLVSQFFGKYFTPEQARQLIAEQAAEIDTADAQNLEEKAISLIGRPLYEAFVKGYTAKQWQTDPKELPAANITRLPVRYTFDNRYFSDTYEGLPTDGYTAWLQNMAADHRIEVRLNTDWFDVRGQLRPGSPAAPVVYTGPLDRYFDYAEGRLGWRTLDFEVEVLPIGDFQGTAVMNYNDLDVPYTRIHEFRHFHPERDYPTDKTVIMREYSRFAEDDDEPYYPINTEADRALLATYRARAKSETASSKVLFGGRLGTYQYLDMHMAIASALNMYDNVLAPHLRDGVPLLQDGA
BoNT F protease: BoNT F light chain protease inhibition. Multiplex microsphere protease cleavage assay, flow cytometry. inhibition, % at 10 µM. 360,000 tested, 0.22% active; in the data active means inhibition above about 35%, passing the limit was not always enough; inconclusive means no clear call, values can overlap the other calls; further: plate controls were buffer without enzyme for full effect and enzyme alone for no effect
BioA inh: blocks M. tuberculosis BioA enzyme activity. purified M. tuberculosis BioA enzyme, plate reader. inhibition, % at 9.99 µM. 360,000 tested, 0.096% active. AID 602481; in the data active means inhibition above about 40%; inconclusive means no clear call, values can overlap the other calls
Anthrax LF prot: inhibitors of Bacillus anthracis lethal factor protease; 360,000 tested, 0.12% active; AID 588501; inhibition, % at 10 µM; multiplex microsphere protease cleavage assay, LF; P15917; further: plate controls were buffer without enzyme for full effect and enzyme alone for no effect
GDH-TPI counter: inhibits GDH-TPI coupling enzymes, artifact for Mtb FBA screen; 360,000 tested, 1.2% active; AID 588335; GDH-TPI coupled enzyme counterscreen, NADH absorbance; inhibition, % at 4.8 µM; in the data active means inhibition above about 30%;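 further: 0% = DMSO wells and 100% = wells lacking the enzyme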
FBA Mtb inh: Mtb fructose-bisphosphate aldolase inhibition | 360,000 tested, 2.3% active | purified M. tuberculosis FBA, fluorescence read-out | inhibition, % at 1 µM | P9WQA3 | AID 588726; in the data active means inhibition above about 27%;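 further: 0% = vehicle and 100% = reference inhibitor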
Target sequence (P9WQA3 whole entry, looked up): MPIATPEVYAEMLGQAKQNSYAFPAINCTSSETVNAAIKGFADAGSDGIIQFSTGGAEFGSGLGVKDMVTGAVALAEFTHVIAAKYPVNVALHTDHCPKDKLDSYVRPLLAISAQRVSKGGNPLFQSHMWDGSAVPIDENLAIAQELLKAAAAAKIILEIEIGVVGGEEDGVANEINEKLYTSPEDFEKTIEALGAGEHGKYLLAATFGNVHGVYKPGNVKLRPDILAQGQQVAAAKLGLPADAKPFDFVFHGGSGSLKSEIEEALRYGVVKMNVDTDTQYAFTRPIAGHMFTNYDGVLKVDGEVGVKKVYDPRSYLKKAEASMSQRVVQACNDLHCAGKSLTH
PfHsp40 rescue: restores yeast growth despite PfHsp40 toxicity | S. cerevisiae expressing PfHsp40, growth rescue, ATP luminescence | growth rescue, % at 12.5 µM | 340,000 tested, 0.68% active | AID 504582; in the data active means growth rescue above about 28%, passing the limit was not always enough; inconclusive means no clear call, values can overlap the other calls;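 further: yeast W303a lacking pdr1 and pdr3 grown in galactose medium; growth measured after three days at 30 °C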
FadD28 binding: M. tuberculosis FadD28 bisubstrate binding inhibition. 360,000 tested, 0.22% active. inhibition, % at 12.5 µM. FadD28 bisubstrate probe binding, fluorescence polarization; in the data active means inhibition above about 8.5%, passing the limit was not always enough; inconclusive means no clear call, values can overlap the other calls
BoNT A protease: BoNT A light chain protease inhibition; multiplex microsphere protease substrate cleavage, flow cytometry; inhibition, % at 10 µM; 360,000 tested, 0.17% active; AID 588499; further: plate controls were buffer without enzyme for full effect and enzyme alone for no effect
* = called active by the depositor; ? = inconclusive; · = no result given; & = joins results of further samples. Unless noted, no stated cut-off is given here; in the data, active means inhibition above about 30%; inconclusive means no clear call, values can overlap the other calls; inactive means below that.

SMILES | Mtb UGM inh | BoNT F protease | BioA inh | Anthrax LF prot | GDH-TPI counter | FBA Mtb inh | PfHsp40 rescue | FadD28 binding | BoNT A protease
CC(C)(C)S(=O)(=O)c1cnc2c(-c3ccc(Cl)cc3)cnn2c1N | -0.3 | -7 | -0.9 | 1 | 3 | 1 | 1.3 | -1.7 | 0.2
CCc1ccc(C(=O)/C=C/NCc2ccc(F)cc2)cc1 | -1.3 | -4 | -1.2 | -1 | 8 | -3 | -0.2 | -3.2 | 2.0
CS(=O)(=O)N(CCc1ccccc1)CC(N)=O | 2.2 | -2 | 2.6 | -4 | 4 | 0 | 0.0 | -2.7 | 0.5
CCOc1cc(C2C3=C(CCCC3=O)N(CC(=O)O)C3=C2C(=O)CCC3)ccc1OC | -2.2 | ? | -0.2 | -7 | 7 | 0 | -0.1 | -5.2 | 0.7
C=CCNC(=S)N/N=C(\C)c1cccc(NC(C)=O)c1 | 1.4 | 0 | · | -2 | 4 | -2 | -0.6 | -3.3 | -0.5
COc1cccc(-n2c(SCC(=O)Nc3cc(C)on3)nc3ccccc3c2=O)c1 | 4.6 | -15 | 7.9 | -2 | 2 | 0 | 0.1 | -3.1 | -1.3
CN(C)c1ccc(/C=N/NC(=O)CN(c2cccc(Cl)c2)S(C)(=O)=O)cc1Br | -2.3 | -13 | 0.1 | -2 | 13 | -2 | 0.5 | -2.8 | -0.3
OCCN(CCO)Cc1csc2ccccc12 | 1.6 | 6 | -1.8 | 5 | 5 | 1 | 0.5 | -0.6 | -1.1
Clc1ccc(-c2cnc(Oc3ccccc3)nc2)cc1 | · | -4 | · | 1 | -1 | -1 | -0.6 | -3.3 | 0.1
Cc1sc2nc(CSCC(=O)Nc3cc(F)ccc3F)[nH]c(=O)c2c1C | 0.7 | ? | 1.8 | 1 | 7 | 4 | 1.3 | -1.1 | -5.0
CC(C)(C)NC(=O)[C@@H]1C[C@@H]2CCCC[C@@H]2CN1C[C@@H](O)[C@H](Cc1ccccc1)NC(=O)[C@H](CC(N)=O)NC(=O)c1ccc2ccccc2n1 | -3.8&0.7 | 7&-10 | 0.0&0.0 | -5&-3 | 6&-3 | 1&-4 | -1.4&0.3 | -1.9&-2.3 | -1.6&-0.5
COc1ccccc1NS(=O)(=O)c1ccc(C(=O)NCCCn2ccnc2)cc1 | 0.9 | 11 | 0.9 | -1 | -7 | 1 | -0.8 | -3.7 | 1.7
COC(=O)c1ccccc1NC(=O)CSc1nnc(-c2ccc(OC)cc2)n1C | -1.0 | · | 16 | · | 5 | 2 | 1.0 | -0.2 | ·
COc1ccc(OC)c(C2N(c3ccc(Cl)cc3)C(=O)C3CCCN32)c1 (stereo unspecified) | -0.1 | 3 | -0.2 | 2 | -3 | 1 | -1.4 | -4.4 | 2.5
CCOC(=O)C1CCCN(S(=O)(=O)c2cccc3nsnc23)C1 (stereo unspecified) | -1.7 | 1 | 0.4 | 0 | 13 | 0 | -0.9 | -2.4 | 0.0
COc1cc(/C=C/CN2CCC(CO)(CC3CCCCO3)CC2)ccc1O (stereo unspecified) | -1.8 | 3 | · | -7 | -6 | 6 | -0.2 | 0.5 | -0.5
NC(=O)CC(NC(=O)Cc1cccc2ccccc12)c1ccc(N2CCN(c3ccccn3)CC2)c([N+](=O)[O-])c1 (stereo unspecified) | -1.1 | -5 | -0.5 | -4 | -7 | -1 | 0.6 | 2.2 | 0.6
Cc1noc(NS(=O)(=O)c2ccc(NC(=O)c3cnc4n(c3=O)CCS4)cc2)c1C | 1.7 | 4 | · | -2 | 34* | -4 | 0.5 | -1.4 | 3.3
Cc1[nH]n2c(=O)cc(C(C)C)nc2c1-c1ccccc1 | -3.4 | 0 | -1.9 | -2 | 9 | 23 | 1.9 | -2.0 | 0.2
O=C(NC12CC3CC(CC(C3)C1)C2)c1ccc(-c2ccccc2Cl)o1 | 0.2 | -3 | 0.1 | -1 | -10 | 5 | 1.1 | -2.7 | 0.7
CCCC(=O)Nc1c2c(nn1-c1cccc(C)c1C)CS(=O)(=O)C2 | -4.5 | -9 | -0.1 | 2 | -4 | 0 | -0.8 | -3.0 | -2.2
CCOC(=O)Cc1csc(NC(=O)CCc2ccc(S(=O)(=O)N3CCOCC3)cc2)n1 | -1.7 | -13 | -1.2 | 0 | 6 | 3 | 1.1 | 1.5 | -1.0
COc1ccc(C(=O)Nc2ccc(S(=O)(=O)Nc3onc(C)c3C)cc2)cc1 | -1.9 | -8 | 0.1 | 0 | 2 | 13 | -0.3 | 3.0 | -0.4
Cc1cc(N=NC(=O)c2ccccc2)ccc1O | 1.1 | -8 | · | 2 | 6 | 4 | -0.6 | 1.2 | -0.3
Cc1ccc(NC(=O)c2cc(C)no2)cc1 | -0.6 | -17 | 2.7 | 2 | 6 | 5 | 0.6 | -2.0 | -3.0

Continued; the last 2 above are carried over.
SMILES | Mtb UGM inh | BoNT F protease | BioA inh | Anthrax LF prot | GDH-TPI counter | FBA Mtb inh | PfHsp40 rescue | FadD28 binding | BoNT A protease
Cc1cc(N=NC(=O)c2ccccc2)ccc1O | 1.1 | -8 | · | 2 | 6 | 4 | -0.6 | 1.2 | -0.3
Cc1ccc(NC(=O)c2cc(C)no2)cc1 | -0.6 | -17 | 2.7 | 2 | 6 | 5 | 0.6 | -2.0 | -3.0
Cc1csc(C(C)N(C)C(=O)CCc2nnc(CCc3ccccc3)o2)n1 (stereo unspecified) | -0.3 | 4 | 0.7 | -8 | 8 | 3 | 0.7 | -1.1 | -0.1
C[C@@H]1CN([C@@H](C)CO)C(=O)c2cc(NC(=O)Nc3ccc(F)cc3)ccc2O[C@@H]1CN(C)Cc1ccc(Oc2ccccc2)cc1 | 1.0 | 1 | -1.4&-1.1 | 2 | 4 | -1 | -2.2 | -9.0 | -0.3
CC(C)c1ccc(NC(=O)CN2C(=O)NC(Cc3c[nH]c4ccccc34)C2=O)cc1 (stereo unspecified) | · | -4 | -4.5 | -2 | -5 | 1 | 25 | -4.2 | -0.7
CCOc1ccc(CN(C(=O)/C=C/c2ccco2)C2CCS(=O)(=O)C2)cc1 (stereo unspecified) | 0.6 | -1 | -2.5 | -2 | 17 | -1 | 0.5 | -0.2 | 1.5
COc1ccc(S(=O)(=O)Nc2cc([N+](=O)[O-])ccc2OC)cc1 | -1.8 | -13 | 1.3 | 2 | 10 | -3 | -1.0 | -5.3 | 3.4
CC[N+](CC)(CC)CC(=O)Nc1c(C)cccc1C | 1.7 | -4 | -0.9 | 1 | -9 | -1 | -1.6 | -4.7 | -0.4
CC1=CC(C)C2COC(c3ccc[n+](C)c3)C1C2C (stereo unspecified) | -1.8 | 10 | · | 3 | 4 | 1 | 11 | 0.3 | 0.8
Cc1ccc(C)c(NC(=O)CN2C(=O)NC(CCc3ccccc3)C2=O)c1 (stereo unspecified) | -1.5 | -4 | -2.3 | -5 | 3 | -3 | -0.1 | -3.2 | 0.1
CSCCC(=O)Nc1ccc(C(C)=O)cc1 | -1.6 | 6 | 5.8 | 0 | 2 | 0 | -1.5 | -1.5 | 1.1
Cc1c(C)n2c(SCC(=O)N3CCCC3)nnc2[nH]c1=O | -0.6 | -7 | -0.1 | -3 | 1 | 0 | 0.4 | -1.1 | 2.8
CC(C)C(=O)Nc1ccc(NC(=O)c2ccco2)cn1 | -0.5 | -4 | -2.3 | 2 | 5 | -3 | -0.5 | -0.3 | 0.8
O=C(Nc1ccccc1)Nc1ncc([N+](=O)[O-])s1 | · | 2 | · | 2 | -8 | -50 | 2.2 | 0.7 | -0.2
O=C(COc1ccc([N+](=O)[O-])cc1)NC(C(=O)O)C(O)c1cccc([N+](=O)[O-])c1 (stereo unspecified) | 2.4 | 1 | · | -1 | 2 | -4 | 0.0 | -3.4 | -0.4
COc1ccccc1CNC(=O)COC(=O)C1=COCCO1 | -4.6 | -3 | 3.5 | 2 | -4 | 0 | 0.3 | 0.1 | -0.6
O=C(NCCCN1CCCC1)c1ccc2c(Cl)c3c(nc2c1)CCCC3 | 1.4 | -8 | · | -6 | 4 | 0 | 0.3 | 1.0 | 0.3
CCN(CC)C(=O)CSc1nnc([C@H](CCSC)NC(=O)OC(C)(C)C)o1 | 2.6 | -3 | 4.4 | 3 | 0 | -1 | -1.0 | -4.2 | 0.5
O=c1cc(CCl)nc(Cc2c(Cl)cccc2Cl)[nH]1 | 1.1 | 1 | · | -4 | -1 | -1 | 0.0 | -3.2 | -0.5
Cc1cccc(OCC(=O)N/N=C\C=C\c2ccc3c(c2)OCO3)c1C | -0.2 | 0 | -1.7 | 1 | -4 | -4 | -1.7 | -3.8 | -0.4
COc1ccc(N(CC(=O)N/N=C/c2ccccc2OC)S(=O)(=O)c2ccccc2)cc1 | -1.1 | 9 | 0.1 | -5 | 10 | -1 | 1.1 | 0.4 | -3.1
CC(C)N(Cc1ccccc1)C(=S)Nc1ccccc1F | 2.0 | -5 | 5.0 | -4 | -4 | 2 | · | -1.3 | 0.7
Cc1nnc(SCC(=O)NNC(=O)c2ccco2)n1-c1ccccc1 | -0.3 | -3 | -1.7 | -4 | -1 | 3 | -0.4 | 0.8 | -0.3
NC(=S)Nc1cccc(Cl)c1 | -0.7 | -6 | -2.1 | -2 | 9 | 1 | -0.3 | -1.0 | -1.7
CO/N=C\c1cc(C(=O)c2ccc(Cl)cc2Cl)cn1C | -2.2 | -3 | · | -5 | -1 | -3 | 2.2 | -4.9 | -0.7
O=C(Nc1ccc(F)cc1F)Nc1sccc1-c1nc2ccccc2s1 | -0.1 | · | · | · | 17 | 11 | -0.1 | -2.2 | ·

For convenience, part of the list above:
SMILES | Mtb UGM inh | BoNT F protease | BioA inh | Anthrax LF prot | GDH-TPI counter | FBA Mtb inh | PfHsp40 rescue | FadD28 binding | BoNT A protease
Cc1nnc(SCC(=O)NNC(=O)c2ccco2)n1-c1ccccc1 | -0.3 | -3 | -1.7 | -4 | -1 | 3 | -0.4 | 0.8 | -0.3
NC(=S)Nc1cccc(Cl)c1 | -0.7 | -6 | -2.1 | -2 | 9 | 1 | -0.3 | -1.0 | -1.7
CO/N=C\c1cc(C(=O)c2ccc(Cl)cc2Cl)cn1C | -2.2 | -3 | · | -5 | -1 | -3 | 2.2 | -4.9 | -0.7
O=C(Nc1ccc(F)cc1F)Nc1sccc1-c1nc2ccccc2s1 | -0.1 | · | · | · | 17 | 11 | -0.1 | -2.2 | ·
